# MEP2 TOR yeast: modulators of MEP2-GFP levels in yeast, primary screen, S. cerevisiae, multiplex flow cytometry, MLPCN library | S. cerevisiae MEP2-GFP strain, 3 h; 100% = DMSO control level | GFP response vs DMSO, % at 10 µM | 330,000 compounds, 0.51% hits | AID 2016, 2009;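 active = GFP response versus DMSO above a set limit, roughly screen mean plus 3 SD, cut at about 180% in these data; inconclusive = fewer than 70 cells counted for a yeast strain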;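 also: median GFP fluorescence of the barcode-gated MEP2-GFP cells per well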
# procasp7 counter: procaspase-7 activators, primary screen, counter-screen for procaspase-3 activator project, biochemical, absorbance, HTS, human; activation, % at 8.5 µM; recombinant procaspase-7, Ac-DEVD-pNA absorbance 405 nm; D23A/D198A/D206A triple mutant, cannot self-cleave; scale: DMSO 0, 5 µM enzyme 100; 330,000 compounds, 0.093% hits; AID 463210, 2010;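 active = percent activation above the screen-wide mean plus 3 SD, cut at about 25% in these data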
# Target sequence (P55210 whole entry D23A/D198A/D206A): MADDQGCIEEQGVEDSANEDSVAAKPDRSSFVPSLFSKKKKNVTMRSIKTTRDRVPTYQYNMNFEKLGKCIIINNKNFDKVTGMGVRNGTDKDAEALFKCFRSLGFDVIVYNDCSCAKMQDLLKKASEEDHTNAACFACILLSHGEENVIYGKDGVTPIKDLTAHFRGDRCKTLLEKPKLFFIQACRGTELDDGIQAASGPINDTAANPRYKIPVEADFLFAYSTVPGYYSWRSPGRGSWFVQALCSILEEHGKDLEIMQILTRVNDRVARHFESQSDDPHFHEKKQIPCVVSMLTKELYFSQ
#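 System: Procaspase-7 triple mutant (PC-7 D3A); measure: % activation from two-timepoint absorbance difference, scaled to controls; times: 1 h compound preincubation, 2 h substrate cleavage, 25 °C; also added: Ac-DEVD-pNA substrate, 400 µM as added; measured by: Epi-absorbance of released pNA at 405 nm, two timepoints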
# RPL19A TOR yeast: RPL19A-GFP expression modulators in yeast, primary screen, cell-based, S. cerevisiae, multiplex flow cytometry, MLPCN; 330,000 compounds, 0.3% hits; S. cerevisiae RPL19A-GFP strain, 3 h; stronger effect = lower value; percent response vs DMSO, % at 10 µM; AID 2025, 2009;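 active = percent response vs DMSO below 50%; inconclusive = fewer than 70 events counted for the yeast strain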;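 also: median channel GFP fluorescence of the barcoded RPL19A-GFP strain; ratio of sample median GFP to plate DMSO average so 100% = DMSO; lower means less RPL19A-GFP as with rapamycin TOR inhibition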
# AHR activator: AHR activators, primary screen, cell-based, luminescence, luciferase reporter, human; Aryl hydrocarbon receptor (Homo sapiens), P35869; AHR-responsive luciferase reporter cells; activation, % at 5 µM; 320,000 compounds, 2.5% hits; AID 2796, 2010; in the data active = activation above about 47%;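 also: 0% = vehicle wells and 100% = reference agonist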
# LAP4-GFP MLPCN: modulators of LAP4-GFP expression in yeast, primary screen, S. cerevisiae, multiplex flow cytometry, MLPCN library. 320,000 compounds, 0.34% hits. 3 h; median GFP as percent of DMSO wells. AID 2023, 2009. GFP response vs DMSO, % at 10 µM;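 active = GFP response vs DMSO above a set limit, about the screen mean plus 3 SD, cut at about 150% in these data; inconclusive = under 70 cell events counted for the yeast strain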
# procasp3 activ: activators of human procaspase-3 D3A mutant, primary screen, biochemical, absorbance, PC-3 D3A mutant, single concentration; recombinant procaspase-3 D3A, Ac-DEVD-pNA absorbance 405 nm; activation, % at 8.5 µM; 330,000 compounds, 0.11% hits; AID 463141, 2010;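 active = activation above the mean of all tested compounds plus 3 SD, cut at about 21% in these data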;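 also: 0% = DMSO alone and 100% = DMSO wells spiked with extra 5 µM PC-3 D3A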
# Target sequence (P42574 whole entry D9A/D28A/D175A): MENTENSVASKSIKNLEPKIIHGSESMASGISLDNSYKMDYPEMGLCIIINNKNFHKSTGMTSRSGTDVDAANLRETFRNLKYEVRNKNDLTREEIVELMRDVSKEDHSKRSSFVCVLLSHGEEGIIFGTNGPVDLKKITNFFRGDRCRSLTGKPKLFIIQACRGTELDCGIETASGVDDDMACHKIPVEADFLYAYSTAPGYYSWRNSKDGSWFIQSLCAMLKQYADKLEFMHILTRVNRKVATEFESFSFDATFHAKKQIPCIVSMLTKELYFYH
#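 Assay system: Autoprocessing-dead procaspase-3 D3A mutant enzyme; also added: Ac-DEVD-pNA; doses: one concentration, 8.5 µM nominal, 0.8% DMSO; times: 1 h compound preincubation, 2 h substrate hydrolysis at 25 °C; technique: 405 nm absorbance of p-nitroaniline, reads at 0 and 120 min; measure: % activation between DMSO and enzyme-spiked controls; repeats: single replicate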
# GASC-1 inh: inhibitors of GASC-1 histone demethylase, primary screen, biochemical, fluorescence, DELFIA europium. 330,000 compounds, 0.069% hits. Lysine-specific demethylase 4C (Homo sapiens), Q9H3R0. GST-JMJD2C(1-420) H3K9me3 demethylation. inhibition, % at 2.35 µM;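 active = more than half of a compound's replicate wells show inhibition beyond 50%, single wells judged on their own value; inconclusive = some, but no more than half, of replicates pass 50% inhibition; inactive = no replicate passes 50% inhibition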;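 also: signal counts dimethyl H3K9 product captured on neutravidin plate; 0% = median of DMSO wells and 100% = 0.3 times that DMSO median; strong numbers were not always called active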
# Target sequence (Q9H3R0 1-420 limits assumed): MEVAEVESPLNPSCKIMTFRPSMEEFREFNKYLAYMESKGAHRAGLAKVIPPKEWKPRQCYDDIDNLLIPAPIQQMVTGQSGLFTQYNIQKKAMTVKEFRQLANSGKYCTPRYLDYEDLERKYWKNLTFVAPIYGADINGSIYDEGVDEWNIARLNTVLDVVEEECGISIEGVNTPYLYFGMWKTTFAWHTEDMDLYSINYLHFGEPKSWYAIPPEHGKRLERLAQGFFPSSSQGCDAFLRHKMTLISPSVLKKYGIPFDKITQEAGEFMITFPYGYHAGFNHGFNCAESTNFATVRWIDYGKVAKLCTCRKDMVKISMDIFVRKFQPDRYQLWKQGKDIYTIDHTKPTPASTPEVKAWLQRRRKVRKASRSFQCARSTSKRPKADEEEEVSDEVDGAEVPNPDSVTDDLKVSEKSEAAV
# Yeast superoxide: reduction of superoxide in aged yeast, primary screen, HTS. S. cerevisiae aged cells, superoxide DHE fluorescence; stronger effect = lower value. superoxide response (% of plate mean), % at 10 µM. 330,000 compounds, 0.18% hits. AID 2690, 2010;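 active = superoxide response under a set limit, about three screen SD below normal, cut at about 65% in these data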;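 also: yeast aged for seven days with compound at 30 °C before DHE staining; 100% = average MFI of all compound-treated wells on the plate with controls excluded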
# Starred values were filed as active, the others as inactive; i = inactive; u = inconclusive; x = no result given.
nr	mol	MEP2 TOR yeast	procasp7 counter	RPL19A TOR yeast	AHR activator
1	O=C(CSC1=NS(=O)(=O)c2ccccc2N1)NCCc1ccccc1	110	-3	102	-2
2	CCOc1ccc(-n2c(C)c(C(C)=O)c3cc(OC(C)=O)ccc32)cc1	104	2	102	3
3	COc1ccccc1OCCSc1ncnc2nc[nH]c12	97	3	99	11
4	O=C1/C(=C\c2ccccn2)SC(=S)N1Nc1ncc(C(F)(F)F)cc1Cl	99	-27	100	17
5	COc1ccc(N2C(=NC(=O)C3CCCO3)SC3CS(=O)(=O)CC32)cc1 (centres undefined)	99	2	98	2
6	O=C(O)CCCCC1CCSS1 (centres undefined)	93	7	96	-2
7	Cc1cc([N+](=O)[O-])nn1CC(=O)N(C)Cc1ccccc1	100	-8	98	-2
8	COc1nccc(NCc2ccccc2)c1C#N	98	2	105	3
9	Clc1ccc2nc(-c3cccc(SC4CCCCC4)c3)c(NCc3ccccc3)n2c1	88	-6	103	24
10	Oc1ccccc1-c1nc(/C=C/c2ccccc2)nn1-c1ccccc1	100	14	92	1
11	Cc1cc(NC(=O)CCC(=O)N(Cc2cccs2)C(C(=O)NC2CCCC2)c2cccnc2)no1 (centres undefined)	92	4	97	5
12	CN(Cc1cccs1)C(=O)Cc1c[nH]c2ccccc12	107	0	104	45
13	COc1ccc(NC(=O)Cc2nnc(SCC(=O)c3ccccc3)n2C)cc1	100	-20	106	3
14	CCOC(=O)c1ccc(NC(=O)CNC(=O)C2CCCCC2)cc1	104	13	104	0
15	Cc1ccc(CS(=O)(=O)CCC(=O)N2CCOCC2)cc1	98	9	98	-5

nr	LAP4-GFP MLPCN	procasp3 activ	GASC-1 inh	Yeast superoxide
1	104	6	2	118
2	99	2	4	102
3	95	3	-3	89
4	152*	-28	29	93
5	98	-11	9	90
6	127	6	-12	100
7	90	9	20	108
8	119	5	-10	99
9	109	-6	-26	103
10	96	6	15	97
11	94	5	13	95
12	107	-4	-5	93
13	88	-9	-5	108
14	107	4	0	115
15	97	9	104	111

# 3 entries out of the list above, sorted by the value under MEP2 TOR yeast, largest number first.
cpd	Compound	MEP2 TOR yeast	RPL19A TOR yeast	AHR activator	LAP4-GFP MLPCN	procasp3 activ	GASC-1 inh
13	COc1ccc(NC(=O)Cc2nnc(SCC(=O)c3ccccc3)n2C)cc1	100	106	3	88	-9	-5
8	COc1nccc(NCc2ccccc2)c1C#N	98	105	3	119	5	-10
3	COc1ccccc1OCCSc1ncnc2nc[nH]c12	97	99	11	95	3	-3

# The results go on:
nr	mol	MEP2 TOR yeast	procasp7 counter	RPL19A TOR yeast	AHR activator
16	CC12CCC(C(=O)N(CCCCN3CCN(c4ccccn4)CC3)C1=O)C2(C)C (centres undefined)	78	9	94	0
17	O=C(Cn1cc2c(n1)CCCC2)NCCCN1CCN(C2CCCCC2)CC1	99	5	94	0
18	CN1CCN(c2ncc3c(n2)CC(c2ccccc2F)CC3=O)CC1 (centres undefined)	100	6	111	5
19	CC1=CN2C(=NC(=O)CC2(C)C(=O)N(CC(=O)NC2CCCC2)c2cc(C)cc(C)c2)C=C1 (centres undefined)	68	5	93	-2
20	COc1ccc(-c2ccc(SCC(=O)NC3CCCCC3)nn2)cc1	114	-7	100	6
21	COc1ccc2[nH]c(=O)c(CN(C(=O)c3cccnc3)c3cccc(C)c3)cc2c1	99	-3	94	3
22	CCC(Oc1ccccc1F)C(=O)NCCCn1ccnc1 (centres undefined)	98	-1	98	8
23	OC(COCc1ccc(Cl)cc1)CN1CCN(c2ccccn2)CC1 (centres undefined)	x	3	x	2
24	CCCCN(CC)CCCNC(=O)c1cn(CC)c2ccc(S(=O)(=O)N3CCc4ccccc4C3)cc2c1=O	95	1	101	2
25	CC1CCCCC1NS(=O)(=O)c1ccc(S(=O)(=O)N2CCN(CCC#N)CC2)cc1 (centres undefined)	104	2	100	2
26	CCCCn1nc(C(=O)NCC2COc3ccccc3O2)c2ccccc2c1=O (centres undefined)	92	2	90	4
27	CN1CCCCc2c1[nH]c1ccccc1c2=O	89	2	96	4
28	O=C(CSc1ncn[nH]1)N1N=C(c2ccc(Cl)cc2)CC1c1ccco1 (centres undefined)	104	3	104	-2
29	CN(C(=O)COc1ccc(Cl)cc1Cl)C1(C)CCS(=O)(=O)C1 (centres undefined)	105	10	103	1
30	CN(N)c1nc2ccccc2nc1C(F)(F)F	101	3	100	0

nr	LAP4-GFP MLPCN	procasp3 activ	GASC-1 inh	Yeast superoxide
16	77	6	24	102
17	102	-1	-3	99
18	122	15	-11	i
19	101	-5	28	104
20	99	4	3	97
21	110	2	14	89
22	96	8	-5	95
23	x	-3	1	111
24	78	3	-24	108
25	104	-6	1	103
26	92	3	-4	116
27	95	2	-4	98
28	101	1	-15	102
29	103	5	15	98
30	91	-3	-9	102

# Some of these compounds in order of heavy-atom count, smallest number first.
nr	mol	MEP2 TOR yeast	procasp7 counter	RPL19A TOR yeast	AHR activator
18	CN1CCN(c2ncc3c(n2)CC(c2ccccc2F)CC3=O)CC1 (centres undefined)	100	6	111	5
17	O=C(Cn1cc2c(n1)CCCC2)NCCCN1CCN(C2CCCCC2)CC1	99	5	94	0
25	CC1CCCCC1NS(=O)(=O)c1ccc(S(=O)(=O)N2CCN(CCC#N)CC2)cc1 (centres undefined)	104	2	100	2
19	CC1=CN2C(=NC(=O)CC2(C)C(=O)N(CC(=O)NC2CCCC2)c2cc(C)cc(C)c2)C=C1 (centres undefined)	68	5	93	-2

nr	LAP4-GFP MLPCN	procasp3 activ	GASC-1 inh	Yeast superoxide
18	122	15	-11	i
17	102	-1	-3	99
25	104	-6	1	103
19	101	-5	28	104

# The list continues.
nr	mol	MEP2 TOR yeast	procasp7 counter	RPL19A TOR yeast	AHR activator
31	CC(C)(C)OC(=O)C[C@@H]1C/C=C\C[C@@H](CC(=O)N[C@H](CO)Cc2ccccc2)C(=O)N2CCC[C@@H]2COC1=O	98	-1	98	-1
32	O=C1CN(C(=O)CN2C(=O)NC3(CCCCC3)C2=O)c2ccccc2N1	106	-4	109	4
33	CC(C)NC(=O)c1ccccc1NC(=O)CCc1ccccc1	93	5	87	1
34	COc1ccc(O)c(C(c2c(C)[nH][nH]c2=O)c2c(C)[nH][nH]c2=O)c1	97	-10	90	0
35	CCCCNC(=O)CNC(=S)N(Cc1ccccc1)Cc1cccnc1	105	-4	107	4
36	COc1ccc(NC(=S)N2CCN(S(=O)(=O)c3ccc(OC)cc3)CC2)cc1	102	x	110	x
37	COc1cc(C(=O)Nc2nc3ccc4nc(C)sc4c3s2)cc(OC)c1OC	94	7	110	3
38	COc1cc(/C=C/C(=O)OCC(=O)NCC2CCCCC2)ccc1O	113	-1	112	0
39	COc1cccc(N=CC=C2OC(C)(C)C(C)(C)O2)c1	105	7	96	4
40	CCCc1cc(=O)oc2c(C)c(OCC(=O)N3CCC(C(=O)O)(c4ccccc4)CC3)ccc12	112	3	104	1
41	Cc1ccc(C)c(N2CCN(C(=O)CCc3nc4ccccc4[nH]3)CC2)c1	98	-1	98	0
42	COc1ccc(S(=O)(=O)Nc2ccc3oc(C)c(C(C)=O)c3c2)cc1	102	7	98	6
43	CC(C)(C)OC(=O)N1CCC[C@@H]1C(=O)N1CCC(C(=O)O)CC1	108	3	92	0
44	Cc1ccc2nc(-c3ccc(SCC(=O)Nc4ccc5c(c4)OCCO5)nc3)[nH]c2c1	105	-2	109	30
45	O=C(CSCC(=O)N1CCOCC1)Nc1nc(-c2ccc3c(c2)OCO3)cs1	99	-8	95	50*

nr	LAP4-GFP MLPCN	procasp3 activ	GASC-1 inh	Yeast superoxide
31	108	-1	4	104
32	103	5	4	91
33	92	-6	-32	102
34	92	-2	-5	109
35	93	1	-14	91
36	72	x	-4	96
37	90	2	-2	97
38	95	2	5	122
39	99	-2	-4	120
40	105	0	u	76
41	101	10	-9	106
42	105	0	4	100
43	95	-14	1	107
44	97	7	20	96
45	98	-4	-9	114

# Continuation.
nr	mol	MEP2 TOR yeast	procasp7 counter	RPL19A TOR yeast	AHR activator
46	O=C(O)CCC(CNS(=O)(=O)c1ccccc1)C(F)(F)F (centres undefined)	114	1	106	1
47	CCc1ccc[n+](-c2nc3ccccc3nc2C(=C=[N-])C#N)c1	107	-12	93	4
48	Cc1cc(C)c(C(=O)OCCNC(=O)c2cccnc2)cc1C	107	-4	101	-1
49	Cc1ccc(S(=O)(=O)NC(C)(C)CSc2nnc(Nc3ccccc3)s2)cc1	100	14	103	1
50	CC(NC(=O)Cn1cc2c(n1)CCCCC2)c1ccccc1 (centres undefined)	105	7	98	0
51	COc1ccc(-c2csc(NC(=O)CSc3n[nH]c(N)n3)n2)cc1	98	2	97	49*
52	CC(C)CCNC(=O)c1onc(CSc2ccncc2)c1C(=O)NCCC(C)C	93	-7	100	8
53	CC(=O)Nc1ccc(S(=O)(=O)c2ccc([N+](=O)[O-])cc2)cc1	111	0	108	13
54	Cc1nn(-c2ccccc2)nc1-c1nnc(-c2ccc(C(F)(F)F)cc2)o1	97	-2	97	1
55	O=C(Oc1ccc([N+](=O)[O-])cc1)c1ccc(Cl)c(S(=O)(=O)N2CCCCC2)c1	91	-5	104	2
56	CCCCN1C(=O)C(=O)N(CC(=O)Nc2cc(Cl)ccc2OC)C1=O	97	6	97	6
57	O=S(=O)(c1ccc(Cl)s1)N1CCC(Cc2ccccc2)CC1	112	0	102	-1
58	CCOc1ccc(S(=O)(=O)n2cnc(C)c2)cc1	113	1	108	2
59	c1ccc(CCn2nnnc2C(c2cccnc2)N2CCN(c3nc4ccccc4s3)CC2)cc1 (centres undefined)	99	3	94	3
60	O=C(COC(=O)c1c(F)cccc1F)NCc1cccs1	93	-3	98	1
61	O=C(O)c1cc(S(=O)(=O)N2CCCCCC2)c(Cl)cc1Cl	112	-10	107	0
62	O=c1nc(N2CCOCC2)ccn1-c1nc(-c2ccccc2)oc1-c1ccccc1	u	-1	u	3

nr	LAP4-GFP MLPCN	procasp3 activ	GASC-1 inh	Yeast superoxide
46	112	7	-4	99
47	102	-3	7	115
48	104	-1	-39	86
49	98	5	3	107
50	103	5	-2	96
51	107	8	-13	92
52	125	1	-11	106
53	94	7	-2	105
54	129	-5	1	114
55	90	-10	7	90
56	101	2	x	95
57	105	0	-1	62*
58	109	-3	-2	99
59	97	1	3	85
60	95	-7	-2	i
61	101	2	-3	109
62	u	4	-3	91

# Assay outcomes deposited in PubChem by several laboratories.
